# Bioassay records as filed in PubChem BioAssay.
# TbMetRS inhib – T. brucei MetRS inhibitors, primary screen, biochemical, luminescence; AID 624268, 2012; purified T. brucei MetRS, ATP depletion, Kinase-Glo luminescence; 0.4% of 360,000 active; inhibition, % at 11.9 µM;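 active = inhibition above a per-plate cutoff of the control wells' mean inhibition plus 3 SD, cut at about 5.5% in these data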;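 note: 0% = DMSO wells median and 100% = median of wells with control inhibitor compound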
#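 assay system = parasite MetRS enzyme | timing = 15 min preincubation, 2 h reaction, all 25 °C | evaluation = percent inhibition relative to median high and low control wells | medium = HEPES buffer containing pyrophosphatase, BSA, spermine, DTT | compound = single dose, 11.9 µM final nominal, 0.9% final DMSO | detection = Kinase-Glo luminescence, ATP depletion format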
# MsrA inhibitor – bovine MsrA enzyme inhibitors, primary screen, biochemical, absorbance, HTS; Methionine sulfoxide reductase A (Bos taurus); purified bovine MsrA, absorbance read-out; inhibition, % at 15.5 µM; 0.75% of 360,000 active; in the data active = inhibition above about 4.5%;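 note: 0% = vehicle wells with enzyme and 100% = reference inhibitor wells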
# MT1-MMP act inh – blockers of MT1-MMP proenzyme processing, primary screen, HT1080 RFP-PRO-GFP cells, GFP/RFP fluorescence | GFP/RFP ratio change, % at 20 µM | 0.061% of 360,000 active | GFP/RFP ratio fluorescence, overnight; percent of plate control window, DMSO zero | AID 651647, 2012 | Matrix metalloproteinase-14 (Homo sapiens), P50281;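 active = GFP/RFP ratio change of at least 30% with cell ATP level not reduced by more than half and red fluorescence within 50% of control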; note: strong numbers were not always called active
#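 Material: RFP-PRO-GFP reporter HT1080 cells. Dosing: single-point 20 µM compound, 1% DMSO. Controls: DMSO and RFP-L50D-GFP cell wells. Timing: cells overnight before dosing, compound overnight, 37 °C, 5% CO2. Measure: GFP/RFP fluorescence ratio.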
# MsrA act – bovine MsrA enzyme activators, primary screen, biochemical, absorbance, HTS; activation, % at 10.6 µM; purified bovine MsrA, absorbance read-out; 0.3% of 360,000 active; in the data active = activation above about 7.5%;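 note: 0% = vehicle and 100% = reference activator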
# MLLE-PAM2 inh – inhibitors of PABP1 MLLE–PAM2 peptide binding, primary screen, biochemical, fluorescence polarization, FITC-PAM2, GST-MLLE; Polyadenylate-binding protein 1 (Homo sapiens), P11940; inhibition, % at 20 µM; 0.36% of 360,000 active; AID 588489, 2011; in the data active = inhibition above about 35%, passing the limit was not always enough;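 note: plate controls were DMSO wells with GST-MLLE for no effect and wells lacking GST-MLLE protein for full effect; some results filed as inactive read as strong as hits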
# SKN-1 inh – suppressors of acrylamide-induced Pgst-4::GFP reporter in worms, primary screen, SKN-1 inhibitor project, whole organism, uHTS, GFP/RFP fluorescence ratio, strain VP596 | 0.49% of 360,000 active | AID 624304, 2012 | C. elegans VP596 Pgst-4::GFP/RFP ratio, 24 h | inhibition, % at 21.8 µM;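 active = interference check ratio from 0.5 to 1.5 plus GFP to RFP signal ratio inhibition reaching or exceeding a fixed threshold, cut at about 30% in these data, passing the limit was not always enough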; note: some compounds called inactive have numbers as strong as hits
# eLon inh – inhibitors of E. coli Lon protease, primary screen, biochemical, fluorescence polarization; inhibition, % at 7.94 µM; purified E. coli Lon protease; AID 602123, 2011; 0.42% of 360,000 active; P0A9M0; in the data active = inhibition above about 13%, passing the limit was not always enough;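 note: 0% = enzyme with probe and DMSO and 100% = no enzyme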
# CendR NRP1 mod – modulators of CendR peptide binding to NRP-1, primary screen, biochemical, fluorescence polarization, uHTS | FAM-RPARPAR peptide binding to NRP-1 | inhibition, % at 25 µM | 0.85% of 360,000 active;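 active = inhibition or corrected inhibition above about 18%, plus a signal ratio from 0.5 to 1.5, limit read from the data, passing the limit was not always enough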; note: strong numbers were not always called active
# FAS-TE inh – FAS thioesterase domain inhibitors, primary screen, biochemical, fluorescence intensity, uHTS | recombinant FAS-TE, OMFH fluorogenic substrate, fluorescence endpoint | inhibition, % at 15 µM | 0.67% of 360,000 active | Fatty acid synthase (Homo sapiens), P49327;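 active = compounds whose normalised, plate-corrected inhibition of enzyme fluorescence in the single-dose primary screen is 50% or more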;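 note: 0% = DMSO with enzyme and 100% = substrate without enzyme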
# Numbers without * were called inactive; · = not tested or not shown.
SMILES,TbMetRS inhib,MsrA inhibitor,MT1-MMP act inh,MsrA act,MLLE-PAM2 inh,SKN-1 inh,eLon inh,CendR NRP1 mod,FAS-TE inh
O=C(CNc1ccc2ccccc2c1)N/N=C/c1cc2ccccc2nc1Cl,-0.4,2.5,-13,-4,-21,11,-8,20,18
COc1ccccc1-n1cc(C(=O)NCC(=O)N2CCN(c3ccccc3)CC2)c2ccccc2c1=O,-0.8,1.1,5,-4,3,12,-8,-2,-3
CCOC(=O)C1CCCN(C(=O)c2ccc(C)cc2O)C1 (stereo not drawn),-0.7,0.8,3,-10,7,-29,-6,2,-12
Cn1cccc1C1C=C(c2ccc(C(C)(C)C)cc2)Nc2ncnn21 (stereo not drawn),-0.1,1.0,-7,-5,2,-1,-7,3,2
COc1ccc(C(C)(NC(C)=O)c2nc(-c3cncnc3)cs2)cc1 (stereo not drawn),-0.3,-1.1,-5,-8,13,-16,-9,-3,-8
O=C(O)c1ccc2c(c1)C(=O)N(c1ccc(/C=C/C(=O)c3ccccc3)cc1)C2=O,-0.2,1.4,1,-5,-5,7,-69,-107,2
COc1cc(C(=O)Nc2ccccc2C2COC(=O)C2=N)cc(OC)c1OC (stereo not drawn),-0.6,-1.3,7,2,18,6,-6,0,-12
Cc1ccc(/C=C2/SC(=S)N(C3CCCCC3)C2=O)o1,-0.5,-0.4,5,-9,-22,11,-26,-66,11
C=CCN(c1ccc(Br)cc1C(=O)OC)S(C)(=O)=O,-0.2,1.0,-2,-1,15,13,4,8,-11
O=C(COc1ccc(Cl)cc1)NCc1nnc(SCC(=O)Nc2ccccc2F)o1,-1.0,-1.5,2,-1,-14,13,1,6,0

# Ordered by heavy-atom count (falling): 3 of the compounds above
SMILES,TbMetRS inhib,MsrA inhibitor,MT1-MMP act inh,MsrA act,MLLE-PAM2 inh,SKN-1 inh,eLon inh,CendR NRP1 mod,FAS-TE inh
O=C(COc1ccc(Cl)cc1)NCc1nnc(SCC(=O)Nc2ccccc2F)o1,-1.0,-1.5,2,-1,-14,13,1,6,0
Cn1cccc1C1C=C(c2ccc(C(C)(C)C)cc2)Nc2ncnn21 (stereo not drawn),-0.1,1.0,-7,-5,2,-1,-7,3,2
Cc1ccc(/C=C2/SC(=S)N(C3CCCCC3)C2=O)o1,-0.5,-0.4,5,-9,-22,11,-26,-66,11

# Single records (already shown).
# Shown for O=C(CNc1ccc2ccccc2c1)N/N=C/c1cc2ccccc2nc1Cl : TbMetRS inhib: -0.4; MsrA inhibitor: 2.5; MT1-MMP act inh: -13; MsrA act: -4; MLLE-PAM2 inh: -21; SKN-1 inh: 11; eLon inh: -8; CendR NRP1 mod: 20; FAS-TE inh: 18
# Shown for COc1cc(C(=O)Nc2ccccc2C2COC(=O)C2=N)cc(OC)c1OC (stereo not drawn) : TbMetRS inhib: -0.6; MsrA inhibitor: -1.3; MT1-MMP act inh: 7; MsrA act: 2; MLLE-PAM2 inh: 18; SKN-1 inh: 6; eLon inh: -6; CendR NRP1 mod: 0; FAS-TE inh: -12

# (cont.)
SMILES,TbMetRS inhib,MsrA inhibitor,MT1-MMP act inh,MsrA act,MLLE-PAM2 inh,SKN-1 inh,eLon inh,CendR NRP1 mod,FAS-TE inh
Cc1ccc(S(=O)(=O)N2CCN(C(=O)C3COc4ccccc4O3)CC2)cc1C (stereo not drawn),0.5,-0.6,-6,2,-60,13,-11,-2,18
Cc1c(N=NC2=C(O)CC(C)(C)CC2=O)cc2c(c1[N+](=O)[O-])C(C)(C)CC2(C)C,-1.2,0.1,15,-13,-12,-12,-2,-13,25
O=C(c1cccc([N+](=O)[O-])c1)N1CCN(c2ccc(Cl)cc2)CC1,1.0,0.9,1,-4,16,18,-1,-5,49
O=c1c(Cc2ccc(F)cc2)c(O)ccn1Cc1ccc(Cl)cc1Cl,-0.8,1.3,1,-10,11,-3,-3,-3,-7
CC(=O)NC(Cc1c[nH]c2ccccc12)C(=O)NCc1ccco1 (stereo not drawn),-0.1,-0.7,-1,-1,-4,-3,3,-3,-4
Cc1ccccc1NC(=O)c1cccc(N2C(=O)C3C4CC(C(Br)C4Br)C3C2=O)c1 (stereo not drawn),0.6,-0.3,3,-4,-13,8,3,4,13
Cc1ccc(OCC(=O)N2CCN(c3nnc(-c4ccc(C)cc4)c4ccccc34)CC2)cc1,0.1,0.1,-5,0,7,-9,1,-9,16
OCC1(CCc2ccccc2)CCCN(CCCC(F)(F)F)C1 (stereo not drawn),-0.9,1.6,0,-10,3,-28,11,8,0
Cc1cc(OCc2cc(C(=O)N(C)CCc3cnn(C)c3)no2)cc(C)c1Cl,0.1,-1.5,0,-2,-8,21,4,6,4
O=C(/C=C/c1ccco1)NCC1COc2ccccc2O1 (stereo not drawn),-0.8,0.5,-5,-5,1,3,-6,-33,5
CSc1ccccc1NC(=O)CN(c1ccccc1Br)S(C)(=O)=O,0.5,-1.5,2,-2,-2,-5,3,-3,-5
CCOC(=O)CN1C(=O)/C(=C/c2ccccc2Br)Oc2ccccc21,-0.2,0.2,-4,-3,4,2,0,6,18
COc1ccc(NC(=O)CC2SC(=O)NC2=O)cc1 (stereo not drawn),1.2,-0.7,2,-3,37,8,6,-6,-5
Cc1cccc(-c2cnc(C(O)c3ccc(Cl)cc3C)[nH]2)c1 (stereo not drawn),-0.3,-0.3,2,-2,0,8,1,5,9
CC(C)c1ccc(S(=O)(=O)N2CCN(C(=O)c3ccncc3)CC2)cc1,-0.2,-1.0,1,-2,-3,-12,4,1,9
Cc1ccc(N2CC(C(=O)OCC(=O)Nc3ccccc3C)CC2=O)cc1 (stereo not drawn),-0.3,0.3,0,-1,1,-2,0,1,-4
N/C(CN1CCCC1=O)=N\O,-0.7,-0.1,-1,-2,7,6,-6,-6,-4
CCN(CC)S(=O)(=O)c1cc(C(=O)OCC(=O)Nc2cccc(S(=O)(=O)N(C)C)c2)ccc1F,-0.8,0.1,1,-9,4,-8,3,-5,14
O=C(Nc1ccc(Br)cn1)c1ccc(COc2c(F)c(F)cc(F)c2F)o1,-0.3,-0.3,-1,-2,10,-2,-1,-2,11
O=C(NCc1ccc2c(c1)OCO2)c1cccc(S(=O)(=O)N2CCCCC2)c1,-1.0,·,2,-11,2,-14,4,4,3
CCOc1ccccc1NC(=O)CCn1ccnc1,0.0,1.2,1,0,-3,-9,0,1,-3
Cc1ccc(NC(=O)Nc2nnc(-c3ccncc3)s2)cc1,0.1,0.6,-11,-9,2,3,-17,3,0
CC(C)N1CCN(Cc2ccc(-c3ccccc3Cl)o2)CC1CCO (stereo not drawn),-0.5,0.7,3,1,6,1,-4,14,-3
C=CCOC(=O)C1=C(C)Nc2nnnn2C1c1cccs1 (stereo not drawn),0.3,-1.6,-5,-3,6,1,1,-2,0
Cc1nn2c3ccccc3nc2n(C)c1=O,-0.7,2.5,0,-3,0,22,-11,7,-8
Cc1cc(S(=O)(=O)N2CCOCC2)ccc1OCC(=O)Nc1ccc(F)c(Cl)c1,-0.3,1.4,6,-1,0,11,-10,13,7
O=[N+]([O-])c1ccc(COc2ccc(CN3CCCC3)cc2)cc1,-1.1,0.0,·,2,-7,60*,7,-13,-1
CCc1ccc(N2C(=O)CN(Cc3cccs3)C2=S)cc1,-1.0,0.0,-3,-2,1,-1,-14,6,6
CC1(C)c2[nH]c3ccccc3c2C[C@H]2C(=O)N(N)CC(=O)N21,-0.2,-0.1,-3,0,20,22,2,4,-3
CN(C(=O)c1ccc(NC(=O)Cc2ccc([N+](=O)[O-])cc2)cc1)C1CCCC1,-0.4,0.9,5,-7,-16,12,6,4,8
COCC(=O)N1C[C@H]2CON(C)[C@H]2C[C@H]1c1cccc(-c2ccc(C#N)cc2)c1,-1.2,-0.3,0,0,15,9,-9,-14,-10
O=C1NC[C@H](CCCCN2CCN(CCc3ccc(O)cc3)C(=O)C2=O)N(CCc2ccc(O)cc2)C1=O,-0.1,0.4,0,-3,·,6,-7,-6,-9
COc1cccc(C(=O)NCCS(=O)(=O)N2CCN(C(=O)c3ccco3)CC2)c1,-0.5,-0.8,4,-12,9,-4,-6,3,-6
FC(F)(F)c1cccc(Oc2cc(C(F)(F)F)nc(-c3ccccn3)n2)c1,-1.0,0.4,-2,0,-14,-15,1,6,-4
O=S(=O)(Nc1ccccc1N1CCCCC1)c1ccc(F)cc1F,-0.1,-0.6,-1,-5,6,5,-12,8,13
CCOc1ccc(/C=N/N2CCN(Cc3ccccc3)CC2)cc1,-0.3,0.6,2,-1,5,11,-2,2,12
CCOc1ccc(C(=O)CCC(=O)NNC(=O)c2ccncc2)cc1,-0.3,1.0,1,-3,0,2,-12,-10,-3
CC(C)(C)[C@@H]1COC(=O)[C@H](Cc2ccc(F)cc2)CC/C=C\C[C@H](CC(=O)N(CCO)Cc2ccccc2)C(=O)N1,0.1,1.2,12,2,21,-15,-5,0,-2
CC(NC(=O)/C(C#N)=C/c1cn(-c2ccccc2)nc1-c1ccc(F)cc1)c1ccccc1 (stereo not drawn),-0.2,0.6,-5,-3,-12,4,-10,0,22
Cc1ccc(C)c(OCCSc2nnc(-c3cccnc3)n2N)c1,-0.1,-0.9,-2,-3,-58,7,9,6,-6
COc1ccc(-c2noc(=O)n2Cc2ccccc2Cl)cc1,0.9,0.6,6,-1,5,1,1,8,10
CCOC(=O)c1sc(NS(=O)(=O)c2cc(C)ccc2C)nc1C,-0.8,0.5,-1,-4,-11,29,-7,-12,-8
CCOC(=O)C1C(=O)NC(c2ccccc2)=NC1c1cccc(Br)c1 (stereo not drawn),0.3,-0.1,-3,-3,4,-2,3,-2,-9
O=C(Nc1nccs1)c1cc(-c2ccccc2)nn1-c1ccccc1,-0.6,-0.1,4,-1,-6,-6,-7,0,-7
Cn1c(N)c(S(=O)(=O)N2CCN(c3ccccc3)CC2)c(=O)n(C)c1=O,0.3,-0.5,-4,-4,7,-2,-6,-6,-5
O=C(O)CNC(=S)N(Cc1ccccc1)Cc1ccccc1F,1.0,0.6,-4,-4,-59,-2,5,14,-8
COc1ccccc1C1CC(c2ccc(F)cc2)Nc2ncnn21 (stereo not drawn),0.1,-0.6,3,-2,-11,-11,-4,5,-7
Clc1ccccc1-c1ncc(-c2ccccc2)o1,-1.5,0.3,1,1,0,42*,-3,-1,25
CCC(C)c1ccc(S(=O)(=O)N2CCN(C(=O)COc3ccc4c(C)cc(=O)oc4c3)CC2)cc1 (stereo not drawn),-0.5,1.8,-7,1,9,13,1,-2,24
COc1cc(CCC(=O)NNC(=O)c2cccc(Cl)c2)cc(OC)c1OC,-0.2,-0.3,0,-5,3,-10,8,12,-4
CCc1ccc(N2C(=O)CC(NNc3nc4ccccc4s3)C2=O)cc1 (stereo not drawn),-0.7,-0.1,0,0,-54,-6,-13,0,-7
CC(NC(=O)CS(=O)(=O)c1ccccc1)c1ccccc1 (stereo not drawn),-0.2,0.9,-1,-3,-12,0,0,8,-8
O=C(Cn1ccnc1)c1ccc(O)c(O)c1,-0.2,0.4,-1,-2,1,-10,-4,6,-13

# The order is random; any-hit rate near 4%.
